RORg inh = blocks mouse ROR gamma transcriptional activity; P51450; Drosophila S2 Gal4-RORgamma UAS-luciferase reporter, 20 h; 310,000 compounds, 5.4% hits; AID 2551; Potency, µM (series often up to 53.6 µM), for inactives: top-dose activity change, negative = inhibition, hits mostly inhibitors; also: potency is read from the fitted curve at half-maximal effect; % is scaled to controls: 0 for no effect and ±100 for the full control effect; nearly all actives have a fitted effect of over 60% in size
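Schneider cells (Drosophila), stable Gal4 DBD–ROR gamma + UAS-luc; 1 hr cmpd preincubation; Cu2+ induction 700 uM final; 20 hr ambient; luminescence.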
Menin MLL FP TR = displaces Texas Red mutant MLL peptide from human menin; Menin + Texas Red MLL mutant peptide, fluorescence polarization; Potency, µM (titrated, usually from 61.6 µM), inactives show at the top dose FP activity change, negative = inhibition, most hits filed as inhibitors; 270,000 compounds, 0.23% hits; AID 1768; active = well fitted inhibition curve with a large enough effect in the polarisation, with a control signal flat, not every such curve was filed as active; inconclusive = small, poorly fitted or top-dose-only effect, or effect the other way, or a change in a side signal; inactive = no such curve, though single readings can be large or run the other way; the % refers to the polarisation; also: potency is read from the fitted curve at half-maximal effect; % of control where 0% means no effect; many of its hits are not listed in these tables
Rab9 promoter act = activators of Rab9 promoter | Huh7 Rab9 promoter-luciferase reporter, luminescence, 24 h | 320,000 compounds, 2.8% hits | Potency, µM (series often up to 9.22 µM), without a hit: at the highest dose activation, negative = inhibition, hits mostly activators; also: potency is read from the fitted curve at half-maximal effect; % of control where 0% means no effect; nearly all actives have a fitted effect of over 60% in size
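Luminescence from Amplite-detected luciferase (10 minutes, ambient) reports Rab9 promoter activation. Before that, stable Rab9-luciferase Huh7 cells (1500/well, reduced-serum OP-MEM I plus 10% FBS) were exposed to compound for 24 hours at 37C.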
Mito fusion yeast = inhibitors of mitochondrial division or activators of mitochondrial fusion | S. cerevisiae fusion-defective mutant growth rescue, CellTiterGlo 48 h | Potency, µM (titrated, usually from 46.1 µM), without a hit: at the highest dose growth rescue (activation), most hits filed as activators | 320,000 compounds, 0.23% hits | AID 485298;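 also: potency is read from the fitted curve at half-maximal effect; % of control where 0% means no effect; nearly all actives have a fitted effect of over 45% in size; temperature-sensitive fusion mutants such as fzo1-1 at 37 °C on non-fermentable ethanol glycerol medium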
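Yeast fusion mutant, YPEG (non-fermentable carbon), compound, 48 h at 37C non-permissive; CellTiterGlo added, 10 min RT, luminescence read. Rescued growth = division inhibition.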
Gal4-VP16 FLuc = Gal4-VP16 reporter inhibition counter-screen; Potency, µM (titrated, usually from 53.6 µM), for inactives: top-dose activity, negative = inhibition, usual class: inhibitors; Drosophila S2 Gal4-VP16 UAS-luciferase, luminescence, 20 h; AID 2546; 310,000 compounds, 3.5% hits;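 also: Gal4-VP16 expression switched on by copper sulfate through the metallothionein promoter; potency is read from the fitted curve at half-maximal effect; % is scaled to controls: 0 for no effect and ±100 for the full control effect; nearly all actives have a fitted effect of over 50% in size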
FLuc modulator = counter-screen for miR-21 project: firefly luciferase inhibitors or activators | purified FLuc, Km substrates, luminescence inhibition | 360,000 compounds, 6.9% hits | Potency, µM (highest dose often 57.5 µM), for the others: at the highest dose activity change, negative = inhibition, hits mostly inhibitors;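 also: potency is read from the fitted curve at half-maximal effect; plate controls were vehicle for no effect and reference inhibitor for full effect; nearly all actives have a fitted effect of over 55% in size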
Target sequence (P08659 whole entry, looked up): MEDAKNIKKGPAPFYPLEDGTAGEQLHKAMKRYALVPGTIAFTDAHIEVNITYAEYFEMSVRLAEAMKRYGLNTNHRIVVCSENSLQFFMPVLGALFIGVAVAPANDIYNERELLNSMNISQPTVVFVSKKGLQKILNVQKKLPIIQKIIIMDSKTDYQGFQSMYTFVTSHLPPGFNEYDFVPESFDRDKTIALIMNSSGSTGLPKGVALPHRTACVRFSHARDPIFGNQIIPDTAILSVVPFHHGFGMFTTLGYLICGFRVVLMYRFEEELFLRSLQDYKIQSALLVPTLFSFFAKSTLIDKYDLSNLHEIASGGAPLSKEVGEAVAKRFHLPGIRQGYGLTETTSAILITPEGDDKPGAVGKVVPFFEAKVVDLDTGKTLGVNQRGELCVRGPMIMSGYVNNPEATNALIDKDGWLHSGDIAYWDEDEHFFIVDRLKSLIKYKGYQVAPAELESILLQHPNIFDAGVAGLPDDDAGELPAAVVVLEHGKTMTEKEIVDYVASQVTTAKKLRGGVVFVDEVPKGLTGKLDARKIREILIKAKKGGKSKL
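Purified P. pyralis luciferase, 10 nM final, with Km-level 10 uM D-luciferin and 10 uM ATP in 50 mM Tris acetate pH 7.5, 10 mM Mg acetate, 0.01% Tween-20, 0.05% BSA; 6-point qHTS titration about 60 µM downward; luminescence read.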
KCNH2 3.1 inh = KCNH2 3.1 (human) potassium channel inhibition; U2OS KCNH2 3.1, thallium flux FluxOr; hits give low values; activity change, % (tested at about 1.8 µM); 340,000 compounds, 0.95% hits; AID 720553;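 active = maximum activity change below -70%; inconclusive = maximum activity change from -70% to -50%; inactive = maximum activity change above -50%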;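 also: thallium influx rate constant from kinetic fluorescence after stimulation buffer; % is scaled to controls: 0 for no effect and ±100 for the full control effect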
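Steps: virus added to U2OS suspension (4 h, RT, dark); medium with 10% FBS added, cells plated, 37 C overnight; FluxOr/Red40 loading buffer 45 min RT; stimulation buffer, 2 min kinetic read; rate constant normalized.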
ELG1 repair inh = blocks ELG1-dependent DNA repair in HEK293T cells; HEK293T ELG1-luciferase reporter, luminescence, 16 h; DNA damage induced by 5-fluorouridine; Potency, µM (series often up to 46.1 µM), without a hit: at the highest dose activity change, negative = inhibition, hits mostly inhibitors; 330,000 compounds, 2.3% hits; AID 504467; also: potency is read from the fitted curve at half-maximal effect; % is scaled to controls: 0 for no effect and ±100 for the full control effect; nearly all actives have a fitted effect of over 55% in size
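Overnight (16 hr) co-exposure of 2,000 cells/well to 5-fluorouridine and compound at 37 °C preceded detection. Luciferase was quantified via ONE-Glo luminescence; loss of signal denotes inhibition.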
NPC1 prom act = activates the NPC1 promoter; Huh7 NPC1 promoter luciferase reporter, 24 h; Potency, µM (doses to about 9.22 µM), without a hit: top-dose activation, most hits filed as activators; 320,000 compounds, 2.4% hits;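 also: potency is read from the fitted curve at half-maximal effect; % of control where 0% means no effect; nearly all actives have a fitted effect of over 60% in size; reporter is driven by a mutant NPC1 promoter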
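Huh7 reporter cells (NPC1 promoter driving luciferase) are dosed with compound for 24 h at 37 °C, 5% CO2; luciferase detection reagent is then added and luminescence measured after 10 min at ambient temperature.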
PKM2 act = activators of human pyruvate kinase M2. purified PKM2, Kinase-Glo ATP luminescence, activation; response scale: 0% is enzyme alone, no compound. P14618. AID 1631. Potency, µM (titrated, usually from 57.5 µM), inactives show top-dose activation, hits mostly activators. 260,000 compounds, 0.34% hits; also: potency is read from the fitted curve at half-maximal effect; % is scaled to controls: 0 for no effect and ±100 for the full control effect; nearly all actives have a fitted effect of over 55% in size
Target sequence (P14618 whole entry, looked up): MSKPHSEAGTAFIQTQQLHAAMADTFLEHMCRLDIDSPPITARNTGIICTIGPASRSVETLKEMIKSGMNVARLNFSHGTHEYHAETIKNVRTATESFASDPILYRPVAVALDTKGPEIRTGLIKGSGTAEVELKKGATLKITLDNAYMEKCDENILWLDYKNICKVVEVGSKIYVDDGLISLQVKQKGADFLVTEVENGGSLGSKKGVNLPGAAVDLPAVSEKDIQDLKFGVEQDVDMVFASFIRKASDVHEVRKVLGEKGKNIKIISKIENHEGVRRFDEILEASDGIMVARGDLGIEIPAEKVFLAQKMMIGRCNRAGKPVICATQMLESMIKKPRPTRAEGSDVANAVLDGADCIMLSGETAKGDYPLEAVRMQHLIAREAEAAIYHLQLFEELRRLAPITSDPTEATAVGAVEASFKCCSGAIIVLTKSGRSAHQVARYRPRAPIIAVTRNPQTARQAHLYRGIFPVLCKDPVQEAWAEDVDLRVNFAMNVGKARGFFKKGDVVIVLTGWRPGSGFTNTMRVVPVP
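ATP formation by purified human PK-M2, quantified via coupled luciferase luminescence after 1 h at room temperature with 0.1 mM ADP and 0.5 mM PEP final.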
MBNL1-CUG inh = blocks human MBNL1 binding to CUG repeat RNA; TR-FRET MBNL1-His/biotin-(CUG)12 binding, 665/545 ratio; Potency, µM (titrated, usually from 57.5 µM), inactives show at the top dose activity change, negative = inhibition, usual class: inhibitors; 280,000 compounds, 0.036% hits; AID 2675; active = well fitted inhibition curve with a large enough effect in the signal ratio, with a control signal flat, not every such curve was filed as active; inconclusive = small, poorly fitted or top-dose-only effect, or effect the other way, or a change in a side signal; inactive = no such curve, though single readings can be large or run the other way; the % refers to the signal ratio; also: potency is read from the fitted curve at half-maximal effect; % is scaled to controls: 0 for no effect and ±100 for the full control effect
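His-tagged MBNL1 binding to biotinylated (CUG)12 RNA was measured by TR-FRET using terbium anti-His antibody (0.055 ng/ul final) and streptavidin-XL665 (5 nM final). Compounds were titrated 92 nM to 58 uM; 60 min at room temperature.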
* hit, by the source's call; ? = inconclusive; . = no result given; [ ] = another dose, or the depositor's remark. Unless noted, calls follow the shape of the dose curve; as a rule, active = well fitted curve in the direction sought with a large enough effect; inconclusive = small, poorly fitted or top-dose-only effect, or another doubt; inactive = no such curve, though single readings can be large; an effect the other way counts as inactive or inconclusive. This is a subset. The share of hits here may be higher or lower than overall.

SMILES	RORg inh	Menin MLL FP TR	Rab9 promoter act	Mito fusion yeast	Gal4-VP16 FLuc	FLuc modulator	KCNH2 3.1 inh	ELG1 repair inh	NPC1 prom act	PKM2 act	MBNL1-CUG inh
CCOC(=O)CSc1ncc(OC)c(Sc2ccc(OC)cc2)n1	-11%	9%	-3%	5%	-1%	-1%	-12	-7%	-1%	1%	-1%
CN(C)S(=O)(=O)c1cccc(C(=O)Nc2ccccc2N2CCCCC2)c1	25%	-8%	-4%	25%	-6%	-1%	?	2%	-4%	8%	-4%
Cc1c(Cl)c([N+](=O)[O-])nn1CCCC(=O)NC(C)c1ccccc1 (stereo unspecified)	28%	2%	-2%	-1%	?	-1%	-4	11%	-3%	-2%	32%[activator]
Cc1ccccc1OCCSc1nc2ccccc2n1CCC(=O)O	0%[1.91 µM]	-21%	5%	3%	-5%	-19%	-10	0%	8%	2%	-8%
O=C(COC(=O)C1CCC1)NC(=O)c1ccccc1	.	.	1%	11%	.	?	-11	3%	1%	.	.
COC(=O)c1ccc(NC(=S)N2CCN(Cc3cccc(C)c3)CC2)cc1	11µM*	.	0%	-5%	?	6%	-9	-19%	-1%	6%	-18%
Cc1ccc(-c2nnn(CC(=O)N(CCO)C(C(=O)NC3CCCC3)c3ccc(F)cc3)n2)o1 (stereo unspecified)	2%	-21%	1%	1%	-24%	-1%	3	-1%	-2%	-4%	3%
CC(C)OC(=O)Cn1c(-c2ccccc2)c(-c2ccccc2)nnc1=O	.	-23%	2%	3%	.	0%	-9	0%	2%	-1%	?
O=S(=O)(Nc1nccs1)c1cc(Cl)ccc1Cl	19%	5%	-3%	3%	3%	3%	-1	9%	1%	14%	3%
Nc1nc2ccccc2n1CCOc1ccc(F)cc1	-27%	3%	-11%	-9%	-5%	-5%	-48	-25%	-4%	9%	1%
CC(NC(=O)CSc1ncccn1)c1ccc(Cl)cc1Cl (stereo unspecified)	14%	15%	-2%	-7%	-2%	-4%	19	-2%	-2%	-3%	-6%
COC(=O)c1cn(NC(=O)Cc2ccc(Cl)cc2)c(=O)c2ccccc12	5%	19%	1%	7%	-2%	1%	16	-8%	-4%	6%	-6%
CS(=O)(=O)c1ncc(Cl)c(C(=O)Nc2ccc(OC(F)F)cc2)n1	3.5µM*	?	-43%[inhibitor]	-22%	1.3µM*	-17%	-7	-1%	-29%	-1%	18%
COc1ccc(/C=N/Nc2ncc(Br)cn2)c(OC)c1	1%	20%	?	-3%	-1%	2.7µM*	7	?	9%	9%	-12%
CCn1cc(CNC(=O)c2ccc(Cl)c([N+](=O)[O-])c2)c(C)n1	0%	2%	9%	-22%	-11%	-3%	-1	-5%	-1%	7%	?
Cc1ccc(C)c2nc(Cl)c(C#N)cc12	-6%	13%	-5%	9%	8%	-3%	-15	-8%	-6%	-5%	3%
CCc1nnc(NC(=O)C2CCCN2S(=O)(=O)c2ccccc2)s1 (stereo unspecified)	28%	-16%	2%	-3%	7%	-1%	11	5%	-3%	2%	-18%
CC(C)C(OC(=O)CCC(=O)Nc1nccs1)C(=O)NC1CCCCC1 (stereo unspecified)	?	-12%	-11%	5%	-23%	?	10	?	-14%	9%	7%
COc1ccc(C(=O)NC(=S)Nc2ccccc2N2CCN(S(C)(=O)=O)CC2)cc1OC	?	9%	-6%	-5%	0%	7%	-2	15µM*	-7%	1%	2%
CC(=O)c1ccc(N(C(=O)CNC(=O)c2ccco2)C(C(=O)NCC2CCCO2)c2ccccc2)cc1 (stereo unspecified)	18%	-10%	-7%	13%	-5%	5%	1	?	-2%	0%	-8%
Cc1cc(NC(=O)COC(=O)c2cccc(S(=O)(=O)N(C)C3CCCCC3)c2)no1	47%	.	-1%	4%	-7%	-6%	0	-5%	-1%	0%	3%
O=C(NC1CCSC1=O)c1ccccc1 (stereo unspecified)	-2%	6%	-1%	0%	-5%	-1%	-7	9%	-2%	2%	-11%
CC(=O)Nc1ccc(NC(=O)CCCc2ccccc2)cc1	0%	8%	9%	-2%	-4%	-1%	3	?	8%	5%	-9%
O=C1CN(C(=O)CSc2nnc(-c3ccccc3)n2Cc2ccc3c(c2)OCO3)c2ccccc2N1	-23%	-11%	5%	-1%	6%	1%	-12	?	1%	0%	-5%
Cc1ccc(CNC(=O)c2ccc(N3CCC4(CC3)CC(c3ccccc3)=NO4)c(NC(=O)c3ccc(Br)cc3)c2)cc1	8%	17%	2%	1%	5%	-3%	-2	-1%	0%	1%	8%
CCC(=O)n1nc(-c2ccccc2)nc1SCC(=O)Nc1ccc(C)cc1	30%	-9%	2%	4%	0%	?	13	13%	2%	-13%	-5%
COc1ccc2c(C)cc(N3CCCCCC3)nc2c1	-4%	-11%	14%	1%	1%	-21%	-12	3%	-2%	2%	-3%
Cc1cc(C)n(C(=O)c2ccc(NC(=O)C3CC3)cc2)n1	-6%	-8%	-5%	21%	18%	3%	19	-6%	-1%	4%	3%
Cc1cccc(-n2ccnc2SCC(=O)c2c(N)n(C3CC3)c(=O)[nH]c2=O)c1C	.	.	2%	3%	.	4%	-11	-13%	-3%	.	.
COc1ccc(C(=O)COC(=O)Cn2[nH]c(=O)c3ccccc3c2=O)c(OC)c1	.	.	-5%	-2%	.	-2%	-21	-3%	0%	.	.
CCOc1ccccc1NC(=O)NNC(=O)c1ccc2ccccc2c1	-1%	.	7%	-3%	5%	-4%	5	?	19%	-4%	18%
CCCS(=O)(=O)N1CCCC(C(=O)NCCN(CC)c2ccccc2)C1 (stereo unspecified)	9%	?	4%	-3%	-2%	1%	0	?	-6%	8%	0%
C=CCSc1nnc(NC(=O)COc2ccccc2)s1	-8%	11%	-5%	6%	16%	-10%	1	11%	0%	-2%	2%
Cc1nc(NC(=O)COC(=O)/C=C/c2ccco2)c(Cl)cc1Cl	.	.	-4%	-2%	.	5%	6	-2%	-2%	.	.
O=C(CN1CCOc2ccccc21)NC1CCN(Cc2ccccc2)CC1	-10%	-1%[11.7 µM]	-4%	-3%	8%	6%	15	-14%	-3%	3%	-3%
Cc1nc2ccccc2nc(C)c1=NO	-32%	-18%	5%	-4%	-12%	?	1	?	-8%	-6%	10%
CC(N)(C(=O)O)c1cccc(OCc2cccc(Cl)c2)c1 (stereo unspecified)	-1%	.	-1%	-2%	7%	-1%	7	8%	-3%	?	0%
COc1cc(N(C)C)c([N+](=O)[O-])cc1C(=O)N1CCOCC1	-11%	-5%	-4%	1%	-9%	0%	-10	1%	-1%	1%	12%
COc1ccc(C(CNC(=O)c2cc3ccccc3o2)N2CCCC2)cc1 (stereo unspecified)	.	.	0%	14%	.	-12%	-21	0%	1%	.	.
CCOC(=O)N1CCN(c2ccc(S(=O)(=O)N3CCOCC3)cc2[N+](=O)[O-])CC1	.	.	0%	0%	.	12%	7	-3%	0%	.	.
Cc1ccccc1NC(=O)c1csc2c1CCCC2	8%	-10%	29%	20%	4%[0.365 µM]	19µM*	-15	?	?	13%	-15%
Cc1cc(C(=O)Nc2c(C)n(C)n(-c3ccccc3)c2=O)cs1	23%	16%	13%	-1%	6%	2%	12	5%	-1%	10%	5%
O=S(=O)(NCc1ccccn1)c1ccc(Cl)s1	8.9µM*	8%	-7%	3%	?	0%	-4	1%	-4%	4%	4%
COc1ccc(NC(=O)CN(C)C(=O)CCc2ccccc2)cc1	-27%	10%	-1%	0%	8%	-2%	6	2%	1%	4%	2%
Cc1ccccc1C(=O)Nc1c(C)[nH]c(=O)[nH]c1=O	-2%	-3%	7%	4%	0%	-1%	5	3%	-2%	.	0%
O=C(CCn1c(=O)c2ccccc2n(CC(=O)N2CCN(c3ccccc3)CC2)c1=O)NCc1ccco1	17%	-10%	-9%	-7%	-10%	-13%	-2	1%	1%	-5%	-14%
CN(CCc1ccccn1)C(=O)CCC1CCCN(C(=O)c2c(F)ccc(F)c2F)C1 (stereo unspecified)	19%	.	-2%	2%	-2%	0%	8	6%	1%	-6%	-7%

Bioassay records (PubChem BioAssay)
